Source: PubChem (several laboratories)
M. tuberculosis GlmU – inhibition of mycobacterial GlmU enzyme – biochemical, glucosamine-1-phosphate acetyltransferase (AID 1376); one-dose inhibition, %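 (tested at 30 µM in the primary screen)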; IC50 in µM for titrated hits; hit rate 0.25% among 220,000; M. tuberculosis GlmU acetyltransferase enzyme assay; higher % means a stronger effect; in the data active = inhibition above about 13%;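 also: 0% = complete reaction with vehicle and 100% = reaction without substrate; strong numbers were not always called active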
RmlCD inh 1536 – inhibitors of Mycobacterium tuberculosis RmlC and RmlD coupled enzymes | P9WH09+P9WH11 | inhibition, % at 3.6 µM | hit rate 0.03% among 160,000 | RmlC+RmlD coupled enzyme assay, percent inhibition; primary screen in compound mixtures; in the data active = inhibition mostly above about 34%, no sharp cut-off; also: some results filed as inactive read as strong as hits
Target sequence (P9WH09 whole entry, looked up): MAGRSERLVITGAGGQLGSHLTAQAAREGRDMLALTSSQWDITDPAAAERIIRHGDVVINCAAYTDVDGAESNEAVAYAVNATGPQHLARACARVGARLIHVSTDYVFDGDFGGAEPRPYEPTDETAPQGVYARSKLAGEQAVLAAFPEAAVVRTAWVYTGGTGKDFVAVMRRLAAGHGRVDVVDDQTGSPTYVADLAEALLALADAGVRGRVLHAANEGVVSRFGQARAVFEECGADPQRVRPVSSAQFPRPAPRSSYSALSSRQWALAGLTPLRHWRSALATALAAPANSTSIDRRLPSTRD
Target sequence (P9WH11 whole entry, looked up): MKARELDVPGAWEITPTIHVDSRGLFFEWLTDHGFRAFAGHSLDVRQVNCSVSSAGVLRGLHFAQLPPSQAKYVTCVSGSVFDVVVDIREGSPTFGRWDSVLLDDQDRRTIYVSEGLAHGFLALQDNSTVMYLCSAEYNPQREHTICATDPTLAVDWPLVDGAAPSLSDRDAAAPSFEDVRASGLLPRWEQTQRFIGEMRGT
* marks the source's active call; other numbers are inactive results; / = not tested or not shown.

SMILES	M. tuberculosis GlmU	RmlCD inh 1536
COc1cc(OC)cc(C(=O)NCC(=O)OCC(=O)c2ccc3c(c2)-c2ccccc2C3)c1	-3.7%	-7
FC(F)(F)c1cnc(Sc2nnc(-c3cccs3)n2CC2CCCO2)c(Cl)c1 (stereo not drawn)	4.0%	/
CCOC(=O)c1sc(NC(=O)CN(CC)CC)c(C(=O)OCC)c1C	1.7%	/
CCCN(CCC)S(=O)(=O)c1ccc(Cl)c([N+](=O)[O-])c1	-1.6%	-7
Cc1cccn2c(=O)c3cc(C#N)c(=N)n(CCN4CCOCC4)c3nc12	/	8
O=C(NCC(=O)N(Cc1cccs1)C(C(=O)NC1CCCCC1)c1cccnc1)c1ccco1 (stereo not drawn)	2.8%	/
COc1ccc(OCC(=O)NC(=S)N2CCCc3ccccc32)cc1	-1.3%	/
Cc1cc2cc(C)c3nnc(SCC(=O)N4CCN(C(=O)c5ccco5)CC4)n3c2cc1C	0.8%	/
COC(=O)Nc1ncc(CN2CCc3ccccc3C2)s1	-5.4%	6
CCc1nnc(NC(=O)CSc2nc3cc4c(cc3cc2CC)OCCO4)s1	-3.4%	14
CCCOCc1ccc(O)c2ncccc12	1.6%	/
CC/C(=N/Nc1ccccc1Cl)c1cnnc(-c2ccccc2)n1	-5.4%	-11
Cc1cc(C)nc(NC(=O)c2c(-c3ccccc3Cl)noc2C)c1	2.8%	-12
O=C1c2ccccc2NC(c2cccc(F)c2)N1Cc1ccco1 (stereo not drawn)	2.3%	/
O=C(CSc1nc2ccccc2[nH]1)N=Nc1c(O)[nH]c2ccccc12	-3.6%	3
Cn1cnnc1SCC(=O)NN1C(=O)NC(C)(c2ccccc2)C1=O (stereo not drawn)	/	13
COc1ccc(NC(=S)NCCSc2ccc(Cl)cc2)c(OC)c1	-0.5%	-1
CCn1c2ccccc2c2nnc(SCC(=O)NC(CC(C)C)C(=O)OC)nc21 (stereo not drawn)	/	-6
CCOC(=O)N1CCC(N2Cc3cccc(C(=O)Nc4ccc(CC)cc4)c3C2=O)CC1	-4.0%	-7
Cc1nn(C)c(C)c1N=Cc1c(O)ccc2ccccc12	-0.6%	8
C=C(Cl)COC(=O)[C@H]1C2C=CC(C2)C1C(=O)O (stereo partly drawn)	1.2%	/
O=C(Cc1ccccc1)N1CCCC(c2nc(-c3cccs3)no2)C1 (stereo not drawn)	1.1%	44
NC(=O)CC(NC(=O)c1ccccc1)c1ccc(NCCc2ccc(F)cc2)c([N+](=O)[O-])c1 (stereo not drawn)	6.3%	-13
CCC(C)NC(=O)Cn1nc(C(F)(F)F)c2c1CCC2 (stereo not drawn)	3.0%	4
S=C(Nc1ccccc1)Nc1cc(Cl)ccc1Oc1ccccc1	1.3%	-9
O=C(NCc1ccco1)c1cccc(S(=O)(=O)N2CCOCC2)c1	5.3%	/
O=C(CN1CCOCC1)N/N=C/C=C/c1ccccc1	-7.2%	12
O=C(NNc1ccccc1[N+](=O)[O-])Nc1cccc(Cl)c1	-3.5%	4
O=S(=O)(c1ccc(Br)s1)N1CCCCC1	-3.1%	0
Cc1cc(C)n(-c2cc(C(C)(C)C)nc3c(-c4ccccc4)cnn23)n1	0.7%	-9
CCC1(c2ccc(F)cc2)NC(=O)N(CC(=O)Nc2ccc(C)c(S(=O)(=O)N3CCOCC3)c2)C1=O (stereo not drawn)	2.2%	9
Cc1cc(-c2ccccc2)nc(N(C)NC(=O)c2c(F)cccc2F)c1S(C)(=O)=O	5.3%	6
CN(C)/C=C(\C=O)c1c(Cl)cccc1Cl	2.5%	-6
O=C1N/C(=N/N=C/c2ccccc2)SC1(c1ccccc1)c1ccccc1	-2.7%	/
Cc1nc2ccccc2c(=O)n1NC(=O)C1CC1C (stereo not drawn)	-3.5%	-1
CCN(CC)S(=O)(=O)c1ccc(OC)c(NC(=O)c2ccc3c(c2)OCO3)c1	4.8%	-2

Among those listed so far, these have a CF3 group.
SMILES	M. tuberculosis GlmU	RmlCD inh 1536
FC(F)(F)c1cnc(Sc2nnc(-c3cccs3)n2CC2CCCO2)c(Cl)c1 (stereo not drawn)	4.0%	/
CCC(C)NC(=O)Cn1nc(C(F)(F)F)c2c1CCC2 (stereo not drawn)	3.0%	4

Later entries
SMILES	M. tuberculosis GlmU	RmlCD inh 1536
O=C(NCCc1ccccc1)Nc1ccc2c(c1)OCO2	-4.5%	4
O=C1CCc2cc(S(=O)(=O)NC(Cc3ccccc3)C(=O)N3CCN(c4ccccn4)CC3)ccc2N1 (stereo not drawn)	-7.2%	-4
CCOC(=O)N1CCN(c2c(NCCCN3CCCC(C)C3)c(=O)c2=O)CC1 (stereo not drawn)	-9.5%	9
Oc1cccc2cnccc12	-4.5%	/
COc1n[nH]c(C(=O)NCc2ccccc2)c1[N+](=O)[O-]	-2.5%	2
COC(=O)c1cc(Br)c(=O)n(-c2cccc(F)c2)c1	1.3%	/
Cc1nc(CNS(=O)(=O)c2ccccc2F)cs1	-0.4%	/
Cc1ccc(N(CC(O)Cn2nc(C)cc2C)S(=O)(=O)c2ccc3ccccc3c2)cc1 (stereo not drawn)	-6.0%	/
CC(=O)c1c(C)[nH]c(=S)c(C#N)c1-c1ccc(Cl)cc1	0.6%	5
C=C(C)CN(CC)C(=O)CCc1nnc(CCc2c[nH]c3ccccc23)o1	0.5%	14
O=S(=O)(c1cccc2ccccc12)n1nnc2ccccc21	-3.8%	/
Clc1ccccc1/C=C/c1nc(-c2ccccn2)no1	-0.1%	6
Cc1ccc(N2CCN(C(=O)Nc3cccc([N+](=O)[O-])c3)CC2C)cc1 (stereo not drawn)	5.5%	-11
Cc1nn2cc(-c3ccccc3)nc2[nH]c1=O	4.6%	9
COc1ccc(Cn2nnnc2C(c2ccccn2)N2CCN(c3cc(Cl)ccc3C)CC2)cc1 (stereo not drawn)	-3.7%	-9
N#Cc1nc(-c2ccc(OCc3ccccc3)cc2)oc1NCCN1CCOCC1	/	-3
Cc1ccc(-n2c(=S)[nH]c3nc4c(cc3c2=O)COC(C)(C)C4)cc1	-1.1%	-9
Cc1cc(C)n(-c2nc3ccccc3n3cnnc23)n1	-3.4%	/
Cc1ccc(S(=O)(=O)n2ccnc2)cc1C	-5.0%	-8
Cc1ccccc1NC(=O)Cn1c(=O)n(-c2ccc(CC(=O)NCC3CCCO3)cc2)c(=O)c2ccccc21 (stereo not drawn)	-3.3%	11
CCCc1[nH]nc2c1C(c1cccnc1)C(C#N)=C(N)O2 (stereo not drawn)	3.9%	-6
CCCNC(=O)Nc1ccc2c(c1)nc(C)n2C	0.3%	4
CC(C)CC1NC(=O)N(CC(=O)N2CCN(S(=O)(=O)c3ccccc3)CC2)C1=O (stereo not drawn)	-0.7%	5
CCOC(=O)c1ccc(NC(=O)C2(c3ccc(OC)cc3)CCCC2)cc1	-8.2%	7

Retrieved by compound from above, 5 records:
SMILES	M. tuberculosis GlmU	RmlCD inh 1536
Cc1ccc(S(=O)(=O)n2ccnc2)cc1C	-5.0%	-8
N#Cc1nc(-c2ccc(OCc3ccccc3)cc2)oc1NCCN1CCOCC1	/	-3
Cc1nn2cc(-c3ccccc3)nc2[nH]c1=O	4.6%	9
Cc1cc(C)n(-c2nc3ccccc3n3cnnc23)n1	-3.4%	/
Cc1ccccc1NC(=O)Cn1c(=O)n(-c2ccc(CC(=O)NCC3CCCO3)cc2)c(=O)c2ccccc21 (stereo not drawn)	-3.3%	11

(listing goes on)
SMILES	M. tuberculosis GlmU	RmlCD inh 1536
O=C(CNC(=O)OCc1ccccc1)NC1CCCCCC1	0.7%	10
Cn1c(=O)[nH]c(=O)c2c1nc(CN1CCOCC1)n2CCCc1ccccc1	-1.9%	/
COCCn1c(SCC(=O)Nc2nnc(C)s2)nnc1-c1cc2ccccc2cc1O	0.8%	/
COC(=O)c1ccccc1N1CCS(=O)(=O)CC1	0.7%	5
O=C(O)CCC(=O)Nc1ccc(N2CCCCCC2)cc1	/	5
CCCn1c(SCc2nc(-c3cccs3)no2)nnc1-c1ccncc1	0.5%	-2
CC(C)c1ccccc1OCCNC(=O)c1cccnc1	-0.4%	2
O=C(OCC(=O)c1ccc[nH]1)c1ccc2ccccc2n1	-2.4%	7
CC(O)[C@H]1CN=C(N)N1CCCCC1CCCCC1 (stereo partly drawn)	3.9%	/
COC(=O)c1ccccc1NC(=O)C1CCN(S(=O)(=O)c2cc(C)ccc2OC)CC1	0.7%	13
COc1ccc(CC(=O)OCC(=O)NC(=O)NC2CCCCC2)cc1	-4.4%	12
O=C(NCCCn1ccnc1)c1ccc(N2CCCCCC2)c([N+](=O)[O-])c1	-7.6%	3
CC(C)/C=C1\CC/C(=C\c2cccnc2)C1=O	5.7%	-8
CC1(C)Cc2c(c(-c3ccccc3)nc(N3CCOCC3)c2C(N)=O)CO1	4.1%	-2
COc1ccc(CNC(=S)N/N=C/c2ccncc2)cc1	0.3%	2
NS(=O)(=O)c1ccc(CCNC(=O)c2ccc(S(=O)(=O)N3CCCCC3)cc2)cc1	1.6%	/
CC(C(=O)NC1CCCCCC1)N(c1ccccc1)S(C)(=O)=O (stereo not drawn)	3.8%	-3
O=C1/C(=C/c2ccco2)Cc2ccccc21	17%	5
COc1cc(NC(=O)C(C)Oc2ccccc2)cc(OC)c1 (stereo not drawn)	-4.7%	/
CN1CCN(C2=C(Cl)C(=O)C(c3cnc(N4CCCCC4)s3)=C(Cl)C2=O)CC1	8.9%	/
CCc1nnc(NC(=O)CSc2ccc(-c3nc4ccccc4[nH]3)cn2)s1	-1.9%	/
O=C(Nc1ccccc1)NC1CC2CCC(C1)N2 (stereo not drawn)	-6.4%	5
O=C(NCCCN1CCC(Cc2ccccc2)CC1)C1CCN(S(=O)(=O)N2CCC3(CC2)OCCO3)CC1	-2.0%	25
CCOC(=O)c1nc(S(C)(=O)=O)ncc1Cl	-3.4%	/
Cc1[nH]ccc(=O)c1OCc1ccccc1	1.3%	-4
O=C(c1cccs1)N1CCC(c2nc3c(nnn3Cc3ccccc3)c(=O)[nH]2)CC1	6.1%	6
CC(=O)Nc1ccc(/C=N\NC(=O)CNS(=O)(=O)c2ccc([N+](=O)[O-])cc2)cc1	-6.2%	18
COc1ccc(C2C(C#N)=C(N)Oc3c2sc2nc(C)cc(C)c32)cc1 (stereo not drawn)	2.8%	-4
CN(C)CCCN(Cc1ccccc1)C(=S)Nc1ccc(OC(F)F)cc1	-5.1%	9
O=C(NCc1ccccc1)C1=C[C@H](C2CCCCC2)C[C@H](OCCCCO)O1	2.9%	/
COC(=O)/C(C#N)=C/c1c(Oc2cc(C)cc(C)c2)nc2ccccn2c1=O	1.0%	/
COc1ccc(NC(=O)CCC(=O)c2cccs2)cc1S(=O)(=O)Nc1ccccc1Cl	-2.0%	4
CCOc1ccc(CN(CCO)CCO)cc1[N+](=O)[O-]	0.6%	6
CC(CCc1ccccc1)NC(=O)C1CCN(S(=O)(=O)N2CCOCC2)CC1 (stereo not drawn)	0.2%	/
COC1CCCCC1Nc1cccc(SC)c1 (stereo not drawn)	-3.1%	-7
O=C(C(=O)N1CCCc2ccccc21)c1c[nH]c2ccccc12	2.4%	/

A run of entries from further up, as a working copy:
SMILES	M. tuberculosis GlmU	RmlCD inh 1536
CC(CCc1ccccc1)NC(=O)C1CCN(S(=O)(=O)N2CCOCC2)CC1 (stereo not drawn)	0.2%	/
COC1CCCCC1Nc1cccc(SC)c1 (stereo not drawn)	-3.1%	-7
O=C(C(=O)N1CCCc2ccccc21)c1c[nH]c2ccccc12	2.4%	/

Next section
SMILES	M. tuberculosis GlmU	RmlCD inh 1536
COc1ccc(-c2noc(CN3CCCCC3)n2)cc1OC	-1.4%	-2
O=C(O)CCCCCn1c(SCC(=O)c2ccc(O)c(O)c2)nc2ccsc2c1=O	21%	/
O=C(C1=C[C@@H](C2CC2)C[C@@H](OCc2ccc(CO)cc2)O1)N1CCOCC1	0.4%	/
Cc1ccc(S(=O)(=O)Nc2ccccc2CNc2c(C)n(C)n(-c3ccccc3)c2=O)cc1	-4.3%	-7
CCC1=C(OC(=O)N(CC)CC)N2C(=O)OC(=NCC3CC3)[C@]2(C)[C@H]2C1=CC[C@H]1C(=O)N(CC(=O)OC)C(=O)[C@H]12	-1.7%	/
O=C(CN1C(=O)C2CC=CCC2C1=O)Nc1nc2ccccc2s1 (stereo not drawn)	-1.0%	13
COc1ccc(C(=O)c2oc3nc(C)cc(C)c3c2N)cc1	1.5%	/
COc1cccc(CNn2cnnc2)c1OCc1ccccc1F	-0.5%	4
CCCCNc1nc(-c2ccccc2)nc(-n2ccnc2)n1	1.1%	/
COCc1cc(C)nc2oc(C(=O)c3ccccc3)c(N)c12	1.3%	5
CCn1ncc(CNC(=O)CCCSc2nc(-c3ccco3)cc(C(F)(F)F)n2)c1C	1.8%	/
NC(=O)C1CCN(C(=O)c2cc(S(=O)(=O)N3CCOCC3)ccc2Cl)CC1	2.2%	/
Cc1cccc(-c2nc3c(c(=O)c4ccccc4n3C)c(=O)n2-c2ccccc2)c1	-3.0%	10
COc1ccc(C(=O)CSc2nnc(-c3cccnc3)n2Cc2ccco2)cc1	4.6%	/
Cc1cccc(N2C(=O)CSC23CCCCC3)c1	1.4%	-2
Cc1cccnc1NC(=O)c1cc2ccccc2oc1=O	-2.9%	4
CCOC(=O)c1nc(NCc2ccccc2C)c2ccccc2n1	-3.3%	-7
Cc1cc(NC(=O)Nc2cccs2)no1	1.0%	/
CCOC(=O)/C(C#N)=C\c1ccc(OCC(=O)Nc2ccc(C)cc2C)c(OC)c1	-5.8%	-2

Some of the compounds tested; count on the stated rates, not on these rows.
